From PubChem BioAssay
Rv3671c inh – inhibits the M. tuberculosis serine protease Rv3671c; P9WHR9; inhibition, % at 5.96 µM; 0.048% of 320,000 active; AID 2606; in the data active = inhibition above about 38%;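 also: extracellular domain of Rv3671c used as enzyme; 0% = enzyme with DMSO and 100% = no enzyme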
Target sequence (P9WHR9 whole entry, looked up, the tested form may be a part): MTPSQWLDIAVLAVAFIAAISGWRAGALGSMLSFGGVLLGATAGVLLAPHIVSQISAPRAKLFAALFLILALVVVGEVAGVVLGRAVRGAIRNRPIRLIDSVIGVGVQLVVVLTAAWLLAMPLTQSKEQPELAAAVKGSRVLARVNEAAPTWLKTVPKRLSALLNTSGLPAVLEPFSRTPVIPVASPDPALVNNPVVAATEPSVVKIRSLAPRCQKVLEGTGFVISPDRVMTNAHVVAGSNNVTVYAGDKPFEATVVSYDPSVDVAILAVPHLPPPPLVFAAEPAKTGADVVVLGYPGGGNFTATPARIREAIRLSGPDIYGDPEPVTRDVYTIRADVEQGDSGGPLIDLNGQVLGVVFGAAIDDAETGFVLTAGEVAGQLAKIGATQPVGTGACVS
GDH-TPI inh – inhibits GDH-TPI coupling enzymes, artifact for Mtb FBA screen; 1.2% of 360,000 active; AID 588335; GDH-TPI coupled enzyme counterscreen, NADH absorbance; inhibition, % at 4.8 µM; in the data active = inhibition above about 30%;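 also: 0% = DMSO wells and 100% = wells lacking the enzyme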
FadD28 FP inh – blocks FadD28 binding to the bisubstrate probe | fluorescence polarization | inhibition, % at 12.5 µM | 0.22% of 360,000 active | AID 588549; in the data active = inhibition above about 8.5%, passing the limit was not always enough; inconclusive = no clear call, values can overlap the other calls
FBA Mtb inh – inhibits M. tuberculosis FBA enzyme; P9WQA3; purified M. tuberculosis FBA, fluorescence read-out; inhibition, % at 1 µM; 2.3% of 360,000 active; in the data active = inhibition above about 27%;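 also: 0% = vehicle and 100% = reference inhibitor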
Target sequence (P9WQA3 whole entry, looked up): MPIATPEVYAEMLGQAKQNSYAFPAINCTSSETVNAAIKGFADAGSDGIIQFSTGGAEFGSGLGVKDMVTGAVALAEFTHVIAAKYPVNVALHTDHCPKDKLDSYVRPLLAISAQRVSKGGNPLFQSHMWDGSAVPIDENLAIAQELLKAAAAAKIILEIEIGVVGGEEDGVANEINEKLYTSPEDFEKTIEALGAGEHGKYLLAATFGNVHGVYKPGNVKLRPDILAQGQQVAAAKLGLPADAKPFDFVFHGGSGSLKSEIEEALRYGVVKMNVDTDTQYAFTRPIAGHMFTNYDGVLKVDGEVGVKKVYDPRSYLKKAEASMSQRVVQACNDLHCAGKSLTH
BoNT F protease – BoNT F light chain protease inhibition; 0.22% of 360,000 active; Multiplex microsphere protease cleavage assay, flow cytometry; inhibition, % at 10 µM; AID 588497; in the data active = inhibition above about 35%, passing the limit was not always enough; inconclusive = no clear call, values can overlap the other calls; also: plate controls were buffer without enzyme for full effect and enzyme alone for no effect
PrPC TRFRET – reduces human prion protein on the cell surface. 0.43% of 370,000 active. P04156. cell surface PrPC, TR-FRET read-out. inhibition, % at 13.8 µM. AID 720596; in the data active = inhibition above about 24%; also: 0% = median of the test wells and 100% = reference compound wells
MazEF act – MazEF (E. coli) toxin RNase activation; P0AE70; FAM/BHQ RNA-DNA oligo cleavage fluorescence, 5 h; activation, % at 20 µM; 0.32% of 350,000 active; in the data active = activation above about 50%
Target sequence (P0AE70 whole entry, looked up): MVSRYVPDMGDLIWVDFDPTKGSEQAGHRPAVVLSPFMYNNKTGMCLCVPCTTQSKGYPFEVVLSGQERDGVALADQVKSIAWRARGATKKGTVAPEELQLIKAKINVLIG
Mtb BioA inh – blocks M. tuberculosis BioA enzyme activity | inhibition, % at 9.99 µM | purified M. tuberculosis BioA enzyme, plate reader | 0.096% of 360,000 active; in the data active = inhibition above about 40%; inconclusive = no clear call, values can overlap the other calls
UGM FP inh – Mtb UDP-galactopyranose mutase inhibition; AID 504406; purified UGM, fluorescence polarization probe displacement; 0.06% of 320,000 active; inhibition, % at 10 µM; P9WIQ1; in the data active = inhibition above about 10%, passing the limit was not always enough; inconclusive = no clear call, values can overlap the other calls
* hit, by the source's call; ? = inconclusive; . = not tested or not shown; & = joins results of further samples.

SMILES	Rv3671c inh	GDH-TPI inh	FadD28 FP inh	FBA Mtb inh	BoNT F protease	PrPC TRFRET	MazEF act	Mtb BioA inh	UGM FP inh
CCCCCCCNC(=O)c1ccc(N2CCC3(CC2)OCCO3)c([N+](=O)[O-])c1	-4.0	1.5	-1.4	-4.5	-7.2	-4.3	0.1	.	-2.7
CCOc1cc(CNC(C)C)c(Cl)cc1OCC(=O)NCCc1ccccc1	-0.7	9.7	-2.3	3.2	1.3	-10.6	6.9	2.1	-0.2
CC1CC(C)CN(C(=O)CNC(=O)c2ccc3ccccc3c2)C1 (stereo not given)	2.0	-0.3	-0.4	2.6	2.2	-0.9	-0.3	-1.3	-0.6
Cc1c(NC(=O)CSCc2ccccc2)cccc1C(=O)O	-9.8	14.3	-2.9	0.1	-6.6	0.7	5.8	-0.2	-0.2
CC(C)(C)N(Cc1ccccc1)C(=O)COC(=O)c1ccccc1SCC(=O)N1CCCC1	-3.5	6.5	-6.6	-2.2	9.6	6.9	6.8	.	3.8
CN(C)c1cccc(NC(=O)C2Cc3c(-c4ccccc4Oc4ccccc4)ccnc3O2)c1 (stereo not given)	.	8.0	-0.3	5.2	-14.6	15.1	.	-1.3	.
Cc1n[nH]c(C)c1CCNCc1ccc(OCC(O)CN2CCCCC2)cc1 (stereo not given)	1.4	2.6	-3.3	10.6	0.2	5.7	4.3	.	2.4
COc1ccc(Cl)cc1-n1c(C)cc(C=O)c1C	-4.4	-2.0	-3.4	0.2	-6.5	3.5	2.7	.	2.9
Cc1ccc(C)c(NC(=O)Cn2nnc(-c3ccc(N4CCOCC4)cc3)n2)c1	-9.7	-6.6	-4.1	-2.6	-4.0	13.2	-15.7	.	2.2
O=C(CN1CCCCC1)NNC(=O)c1ccc([N+](=O)[O-])cc1	-2.5	3.4	-3.0	-2.0	1.1	-24.1	6.8	-2.3	-1.2
CC(C)C(=O)N1CCN(c2ccc(NC(=O)c3ccc(Br)o3)cc2)CC1	4.2	15.5	0.3	1.4	12.8	5.0	3.5	-0.7	-4.1
CCN(CC)CCOC(=O)c1ccc(NC(=O)COc2cc(=O)n(CC)c3ccccc23)cc1	-0.4	12.1	-4.1	0.7	.	2.0	46.0	-0.5	0.4
COc1ccc(-c2cc3nc(NCCN4CCCC4)n(C)c(=O)c3s2)cc1OC	.	20.4	-4.5	38.9*	-3.8	-21.8	.	1.1	.
CCOc1cc(C2NCc3ccccc3-n3cccc32)ccc1O (stereo not given)	-2.3	2.5	-0.5	-1.4	-1.9	0.5	3.1	.	-2.2
COc1ccc(N2CCN(C(=O)c3cccn4c(=O)c5ccccc5nc34)CC2)cc1	-1.4	6.2	-1.8	4.9	-8.0	-4.7	4.4	.	-1.2
CCCn1nnnc1NCc1ccc(OC)cc1OC	7.0	5.7	-0.7	0.3	6.3	0.3	-0.5	3.4	0.7
COc1cc(/C=C2/SC(=S)N(CC(=O)NNC(=O)c3ccc(F)cc3)C2=O)cc(OC)c1OC	.	12.4	-0.7	0.8	1.3	-3.0	-2.8	-1.7	.
Cc1sc(NC(=O)c2ccco2)c(CN2CCN(c3ccccc3)CC2)c1C	-4.2	15.8	-2.0	-0.9	-3.3	7.7	-11.3	2.5	3.1
O=C(CNC(=O)c1ccco1)N/N=C/c1ccccc1[N+](=O)[O-]	-3.2	-6.6	-3.9	1.2	-3.5	-5.0	10.3	.	-4.2
COc1cccc(C(c2nnnn2Cc2ccc(F)cc2)N2CCC(C(N)=O)CC2)c1OC (stereo not given)	-1.3	3.8	1.5	-2.1	-11.9	-2.2	-9.1	8.8	-1.3
O=C(Nc1cccc2ccccc12)c1ccc(F)cc1	4.4	3.5	-0.5	0.2	0.5	-1.4	7.6	-1.8	-1.5
CCOC(=O)c1ccc(CNC(=O)C2CCCCC2C(=O)OCC(F)(F)F)o1 (stereo not given)	-11.2	-2.3	-2.3	1.4	-7.5	4.5	7.1	-1.4	-1.0
COc1ccccc1-c1cc(NC(C)=O)c2ncc(-c3ccc(S(C)(=O)=O)cc3)n2c1	.	16.1	-4.2	58.5*	-46.5	9.5	.	0.3	.
CCOc1ccc([C@@H]2CC=C(C(=O)O)[C@H](c3ccc(F)cc3)N2S(=O)(=O)c2ccc(C)cc2)cc1	9.6	-2.5	-3.6	1.8	13.4	1.1	-5.3	0.8	-0.9
CCOC(=O)c1c(C)[nH]c(C(=O)COC(=O)COc2ccc(OC)cc2)c1C	1.1	-0.9	-3.5	-0.1	-2.2	-4.6	4.2	.	-2.2
CN(C)S(=O)(=O)c1ccc(Cl)c(NC(=O)COC(=O)CC(NC(N)=O)c2ccc(Cl)cc2)c1 (stereo not given)	1.1	10.0	0.1	0.0	8.5	8.2	7.1	0.3	-2.9
O=C1CCCc2[nH]c3cccc(/C(=C/c4ccccc4)c4ccccc4)c3c21	-24.4	2.5	-25.0	2.3	0.4	10.1	5.1	-0.9	2.6
CCN(CC)c1ccc(/C=N\NC(=O)c2cccc3cc[nH]c23)cc1	7.9	6.3	-1.1	3.5	?	8.8	0.3	.	-1.8
O=C(COC(=O)c1ccc(Br)cc1)NC(=O)NCc1ccccc1	-10.2	-3.1	-3.6	-0.3	4.8	1.6	0.6	-2.6	1.4
CSCCC(NC(=O)/C(=C/c1ccco1)NC(=O)c1ccc(Br)o1)C(=O)O (stereo not given)	-1.7	23.9	0.8	2.1	-3.0	-3.6	-1.2	0.5	1.8
COC(=O)Nc1ccc(S(=O)(=O)N2CCN(CCN3C(=O)C4C5C=CC(C5)C4C3=O)CC2)cc1 (stereo not given)	3.0	-14.0	-2.9	1.1	-1.9	9.9	5.0	0.8	-1.6
COc1c(Cl)cc(C(=O)Nc2ccccc2-c2ccccc2)cc1Cl	-14.5	.	-4.3	.	-7.0	7.9	10.7	1.4	-2.0
COC(=O)c1nn(-c2cccc(C(F)(F)F)c2)ccc1=O	-0.1	-4.7	-0.4	-0.5	22.8	5.4	5.1	0.9	0.4
O=C(c1cccs1)N1C[C@@H](O)[C@H](n2cc(C3CC3)nn2)C[C@@H]1c1ccccc1	.	4.3	-2.7	-2.3	2.9	2.8	0.4	0.9	.
O=C(O)c1cn(-c2ccc(F)cc2)c(=O)c2ccccc12	-2.4	-3.5	-3.8	1.3	0.4	4.4	10.3	.	2.7
CCc1ccc(C2CC(c3cccc(Cl)c3)n3nc(N)nc3N2)cc1 (stereo not given)	2.4	-13.9	-5.4	6.3	0.8	14.8	12.7	1.1	0.8
CN1C(=O)CC(N2CCN(c3ccc(Cl)c(Cl)c3)CC2)C1=O (stereo not given)	-1.6	4.5	-1.9	-1.1	2.1	12.2	4.2	3.8	2.7
Cc1ccc(NC(=O)CSc2nc3[nH]ncc3c(=O)[nH]2)cc1	-13.1	5.5	-0.9	-0.4	-11.5	7.1	-2.2	-1.4	2.8
CN(C(=O)c1cncc(Br)c1)c1c(N)n(Cc2ccccc2)c(=O)[nH]c1=O	-0.9	2.8	0.5	-0.4	-36.3	0.8	0.0	-0.8	0.1
O=C(CNc1cccc2ccccc12)N/N=C/c1ccc[nH]1	-6.2	-3.2	-2.4	19.2	-5.8	5.4	12.7	.	1.2
O=C(NNC(=S)NC(=O)C12CC3CC(CC(C3)C1)C2)c1ccncc1	1.9	3.2	-1.6	-0.9	-5.8	-0.2	-3.1	.	4.2
Oc1cc2ccccc2cc1-c1n[nH]c(=S)n1Cc1ccco1	32.3	-3.9	-4.0	5.1	-7.4	8.2	2.3	.	1.1
COc1ccc(OC)c(S(=O)(=O)NC2CCCCC2)c1	-1.4	-3.7	-1.2	-1.2	-2.4	0.1	1.4	-0.1	.
Nc1ncc(Br)cc1S(=O)(=O)NCCC(=O)Nc1cccc(Cl)c1	-11.8	4.9	-7.1	2.5	-3.8	3.7	1.1	.	-3.8
Cc1ccc(N2CCN(S(=O)(=O)N(C)C)CC2)c(C)c1	-5.3	13.5	-2.1	2.9	-3.0	1.8	4.1	-0.6	1.9
CC(C)NC(=S)N/N=C/c1ccccc1[N+](=O)[O-]	-2.9	8.5	-0.9	-0.6	-6.9	-3.7	9.5	.	-0.7
Cc1ccc(C)c(S(=O)(=O)N2CCN(C(=O)CN3C(=O)C4CC=CCC4C3=O)CC2)c1 (stereo not given)	.	-3.6	-2.1	-1.8	?	-1.3	-6.5	0.6	.
Cc1ccc(S(=O)(=O)NC(=O)N2CCN(Cc3c(F)cccc3Cl)CC2)cc1	2.7	-5.6	-5.0	3.3	3.6	6.0	-6.7	.	-0.8

8 of the compounds above, in markdown:
| SMILES | Rv3671c inh | GDH-TPI inh | FadD28 FP inh | FBA Mtb inh | BoNT F protease | PrPC TRFRET | MazEF act | Mtb BioA inh | UGM FP inh |
| --- | --- | --- | --- | --- | --- | --- | --- | --- | --- |
| CCCCCCCNC(=O)c1ccc(N2CCC3(CC2)OCCO3)c([N+](=O)[O-])c1 | -4.0 | 1.5 | -1.4 | -4.5 | -7.2 | -4.3 | 0.1 | . | -2.7 |
| CCOc1cc(CNC(C)C)c(Cl)cc1OCC(=O)NCCc1ccccc1 | -0.7 | 9.7 | -2.3 | 3.2 | 1.3 | -10.6 | 6.9 | 2.1 | -0.2 |
| CC1CC(C)CN(C(=O)CNC(=O)c2ccc3ccccc3c2)C1 (stereo not given) | 2.0 | -0.3 | -0.4 | 2.6 | 2.2 | -0.9 | -0.3 | -1.3 | -0.6 |
| Cc1c(NC(=O)CSCc2ccccc2)cccc1C(=O)O | -9.8 | 14.3 | -2.9 | 0.1 | -6.6 | 0.7 | 5.8 | -0.2 | -0.2 |
| CC(C)(C)N(Cc1ccccc1)C(=O)COC(=O)c1ccccc1SCC(=O)N1CCCC1 | -3.5 | 6.5 | -6.6 | -2.2 | 9.6 | 6.9 | 6.8 | . | 3.8 |
| CN(C)c1cccc(NC(=O)C2Cc3c(-c4ccccc4Oc4ccccc4)ccnc3O2)c1 (stereo not given) | . | 8.0 | -0.3 | 5.2 | -14.6 | 15.1 | . | -1.3 | . |
| Cc1n[nH]c(C)c1CCNCc1ccc(OCC(O)CN2CCCCC2)cc1 (stereo not given) | 1.4 | 2.6 | -3.3 | 10.6 | 0.2 | 5.7 | 4.3 | . | 2.4 |
| COc1ccc(Cl)cc1-n1c(C)cc(C=O)c1C | -4.4 | -2.0 | -3.4 | 0.2 | -6.5 | 3.5 | 2.7 | . | 2.9 |

(further entries)
SMILES	Rv3671c inh	GDH-TPI inh	FadD28 FP inh	FBA Mtb inh	BoNT F protease	PrPC TRFRET	MazEF act	Mtb BioA inh	UGM FP inh
CC1(C(=O)Nc2cccc3c2CCCC3)CCN1C(=O)Cc1ccccc1Cl (stereo not given)	.	-4.9	-2.4	-1.8	-5.4	-2.8	.	1.7	.
Cc1ccc(C)c(S(=O)(=O)N2CCN(CC(=O)NC(=O)NCc3ccco3)CC2)c1	-3.5	5.0	-3.8	2.9	2.5	8.8	-5.4	.	1.0
COc1ccc(-c2nc3c4ccccc4ccn3c2Cc2cccc(F)c2)cc1OC	.	.	-5.7	19.5	-10.7	-0.6	.	0.7	.
COc1ccc(-c2cc(C(=O)OCC(=O)c3cccc([N+](=O)[O-])c3)c3cc(C)ccc3n2)cc1	5.6	7.1	-1.6	8.0	2.1	-7.5	-4.1	.	1.7
Cc1cccc(N2CCN(S(=O)(=O)c3c(C)[nH]c(C)c3C(=O)N3CCCCC3)CC2)c1C	-5.8	-7.8	-0.2	2.2	7.2	-9.0	10.2	-1.0	-1.3
Nc1ccc(S(=O)(=O)Nc2cnc3ccccc3n2)cc1	-0.8&8.5	14.0&11.4	0.1&0.5	-0.7&-0.7	0.3&-3.0	-2.1&-4.7	-2.5&2.9	-2.0	0.6&0.1
COC(=O)c1ccc(C(=O)OC)c(NC(=O)COc2ccccc2OC)c1	-0.3	0.0	-3.0	-0.3	-6.3	-4.9	-0.1	0.5	0.3
CC(=O)c1cccc(NC(=O)CSc2ccc(-c3ccco3)nn2)c1	0.2	3.9	-3.2	2.2	-4.9	3.7	1.3	0.7	1.2
Cc1cc(Cl)cc2sc(=S)[nH]c12	.	8.8	-3.4	-0.9	-6.9	-1.3	3.6	0.1	.
CCOC(=O)c1cc(CNC(=O)c2c(C)oc3c2CCCC3)c(C)o1	-11.3	8.2	-1.0	-5.6	-7.1	-1.4	-8.3	2.9	-0.8
